Screening results deposited in PubChem BioAssay by National Center for Advancing Translational Sciences (NCATS).
Menin MLL FP TR – qHTS Assay for Inhibitors Targeting the Menin-MLL Interaction in MLL Related Leukemias: Competition With Texas Red Labeled MLL-derived Mutant Peptide; Menin + Texas Red MLL mutant peptide, fluorescence polarization; O00255; Potency, µM (series often up to 61.6 µM), for inactives: at the highest dose FP activity change, negative = inhibition, actives largely listed as inhibitors; 270,000 compounds, 0.23% hits; active = well fitted inhibition curve with a large enough effect in the polarisation, with a control signal flat, not every such curve was filed as active; inconclusive = small, poorly fitted or top-dose-only effect, or effect the other way, or a change in a side signal; inactive = no such curve, though single readings can be large or run the other way; the % refers to the polarisation; note: % of control where 0% means no effect; many of its hits are not listed in these tables
VP16 counter – VP16 counterscreen qHTS for inhibitors of ROR gamma transcriptional activity. Potency, µM (doses to about 53.6 µM), for the others: at the highest dose activity, negative = inhibition, actives largely listed as inhibitors. 310,000 compounds, 3.5% hits. Drosophila S2 Gal4-VP16 UAS-luciferase, luminescence, 20 h;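 note: Gal4-VP16 expression switched on by copper sulfate through the metallothionein promoter; % is set by controls: 0 for no effect and ±100 for the full control effect; nearly all actives have a fitted effect of over 50% in size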
RORg inh – qHTS for inhibitors of ROR gamma transcriptional activity; 310,000 compounds, 5.4% hits; Drosophila S2 Gal4-RORgamma UAS-luciferase reporter, 20 h; Nuclear receptor ROR-gamma (Mus musculus), P51450; Potency, µM (series often up to 53.6 µM), for the others: at the top dose activity change, negative = inhibition, usual class: inhibitors; note: % is set by controls: 0 for no effect and ±100 for the full control effect; nearly all actives have a fitted effect of over 60% in size
Target sequence (P51450 whole entry, looked up, the tested form may be a part): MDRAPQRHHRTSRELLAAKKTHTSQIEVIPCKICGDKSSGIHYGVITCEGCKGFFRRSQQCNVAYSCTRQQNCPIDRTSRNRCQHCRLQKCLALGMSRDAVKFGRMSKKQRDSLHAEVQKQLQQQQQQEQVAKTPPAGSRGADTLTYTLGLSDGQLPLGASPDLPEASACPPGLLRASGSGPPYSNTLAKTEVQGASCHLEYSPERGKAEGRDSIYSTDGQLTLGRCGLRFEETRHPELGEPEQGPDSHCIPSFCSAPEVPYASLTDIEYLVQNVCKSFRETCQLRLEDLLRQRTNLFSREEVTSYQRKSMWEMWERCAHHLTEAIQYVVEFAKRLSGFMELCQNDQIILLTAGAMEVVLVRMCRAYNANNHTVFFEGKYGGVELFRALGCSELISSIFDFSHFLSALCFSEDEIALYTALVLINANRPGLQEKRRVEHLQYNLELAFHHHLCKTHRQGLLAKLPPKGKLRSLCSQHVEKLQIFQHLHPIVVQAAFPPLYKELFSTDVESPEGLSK
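Compounds are pin-transferred onto Drosophila Schneider cells expressing a copper-inducible Gal4–ROR gamma transactivation domain fusion. After 1 hr, copper sulfate is added to 700 uM final; luciferase is read 20 hr later.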
An asterisk follows results filed as active; ? = inconclusive; & = joins results of further samples; [ ] = remark or other dose. Unless noted, calls come from the whole dose curve; as a rule, active = well fitted curve in the direction sought with a large enough effect; inconclusive = small, poorly fitted or top-dose-only effect, or another doubt; inactive = no such curve, though single readings can be large; an effect the other way counts as inactive or inconclusive. Potency is the fitted concentration of half-maximal effect. These rows are one share of the data, so the mix of outcomes need not match the whole.

Every second line gives: Menin MLL FP TR, VP16 counter, RORg inh
> CCCC1OC2CC3C4CCC5=CC(=O)C=CC5(C)C4C(O)CC3(C)[C@]2(C(=O)CO)O1 (some centres not stated)
  2.3%, 1.7%, ?
> CC1CCC2(OC1)OC1CC3C4CCC5CC(O)CCC5(C)C4=CCC3(C)C1C2C (configuration not stated)
  -16.3%, -9.0%, -1.4%
> COc1ccccc1CNc1ncnc2ccc(-c3ccc(C(=O)N(C)C)cc3)cc12
  5.4%, -2.5%, 28.1%
> COCOc1ccc(Br)cc1C(=O)/C=C\c1ccc2c(c1)OCO2
  4.4%[11.7 µM], 3.7%[10 µM], 19.7%[10 µM]
> C#CCCCO/N=C1/C[C@@H](O)[C@@H](O)[C@@H]2[C@H]3C(=O)N(c4ccc(F)cc4F)C(=O)[C@@H]3CC[C@H]12
  7.8%[11.7 µM], -4.2%[10 µM], -0.8%[10 µM]
> c1ccc(CNc2oc(-c3ccccc3)nc2-c2ccccc2)cc1
  -0.1%, 0.8%, 34.3%
> Cc1ccccc1-c1ccc2ncnc(N(C)C)c2c1
  -11.8%, -18.1%, ?
> CCc1ccc(S(=O)(=O)O)cc1
  -0.2%, -9.6%, -1.0%
> Cc1cncc(C(=O)O)[n+]1[O-]
  1.7%, -5.3%, -3.3%
> COc1ccc2c(c1)O[C@@H](c1ccc3c(c1)OCO3)[C@H](OC(=O)Nc1ccc(OC(F)F)cc1)C2=O
  6.0%, 0.0%, 18.5%

Ordered by value in Menin MLL FP TR (falling): some entries from above
canonical_smiles	Menin MLL FP TR	RORg inh
Cc1cncc(C(=O)O)[n+]1[O-]	1.7%	-3.3%
c1ccc(CNc2oc(-c3ccccc3)nc2-c2ccccc2)cc1	-0.1%	34.3%
CC1CCC2(OC1)OC1CC3C4CCC5CC(O)CCC5(C)C4=CCC3(C)C1C2C (configuration not stated)	-16.3%	-1.4%

New compounds follow.
Every second line gives: Menin MLL FP TR, VP16 counter, RORg inh
> O=C(NS(=O)(=O)c1ccc(F)cc1)O[C@@H]1C(=O)c2cc(Br)ccc2O[C@H]1c1ccc2c(c1)OCO2
  -9.7%, -7.7%, -17.7%
> O=C1OCCC=C1[C@@H](O)CCc1ccccc1
  9.7%[11.7 µM], 0.4%[10 µM], -6.6%[10 µM]
> CC(C)(C)NC[C@H](O)COc1cccc2[nH]c(=O)[nH]c12
  -0.2%[24.8 µM], 6.3%, -0.9%
> CN1CCC(=O)N(C(CSc2ccc(Br)cc2)Cc2ccccc2)CC1 (configuration not stated)
  -23.8%, 1.6%, 22.1%
> COc1ccc(-c2nc3cnc(OC)nc3n(CCc3ccccc3)c2=O)cc1
  2.3%, 4.3%, -0.3%
> CC(C1OC(C)(C)C(O)C1O)C1CC[C@@]2(C)C3=CCC4C(C)(C)C(=O)CC[C@]4(C)C3CC[C@@]12C (some centres not stated)
  13.8%, -10.5%, -17.1%
> O=C1C[C@@H](O)[C@@H](O)[C@H]2[C@@H]3C(=O)N(Cc4ccc5c(c4)OCO5)C(=O)[C@@H]3CC[C@H]12
  4.4%&-6.4%[11.7 µM], -4.3%&-7.7%[10 µM], 7.0%&25.8%[10 µM]
> CC(=O)NCCNc1ncncc1-c1ccccc1C(F)(F)F
  -8.5%, 5.8%, -8.9%
> O=C(c1cnccn1)N1CCC2(CC1)CCN(c1ccncc1)CC2
  12.1%, -8.7%, -5.3%
> CC(C)C(NS(=O)(=O)c1ccc(-c2ccc(Br)cc2)cc1)C(=O)O (configuration not stated)
  10.1%, 1.2%, -6.2%

(continued)
Every second line gives: Menin MLL FP TR, VP16 counter, RORg inh
> OCC1O[C@@H](OC2C(O)C(CO)O[C@@]2(CO)O[C@@H]2OC(CO)C(O)C(O)C2O)C(O)C(O)C1O (some centres not stated)
  2.7%, -17.6%, -11.7%
> CCOC(=O)CCN1C(=O)[C@H]2[C@H]3[C@H](O)[C@H](O)C/C(=N/O[C@@H]4O[C@@H](COC(C)=O)[C@@H](OC(C)=O)[C@@H](OC(C)=O)[C@H]4OC(C)=O)[C@H]3CC[C@@H]2C1=O
  5.8%[11.7 µM], -7.0%[10 µM], -2.4%[10 µM]
> CCCCC(=O)N(Cc1ccc(-c2ccccc2-c2nn[nH]n2)cc1)C(C(=O)O)C(C)C (configuration not stated)
  -0.8%, -2.4%, 21.8%
> CCOC(=O)OCC1OC(c2ccccc2)C=CC1Oc1ccc(F)cc1C (configuration not stated)
  -10.1%[11.7 µM], 0.3%[10 µM], 12.4%[10 µM]
> CN(Cc1ccco1)c1ncnc2ccc(-c3cccc(C#N)c3)cc12
  5.2%, 2.9%, -11.1%
> C=C(C(C)=O)C(O)c1cccc(Br)c1 (configuration not stated)
  15.1%, 13.3%, -1.0%
> COc1ccccc1CNc1ccnc(-c2ccoc2)n1
  0.5%, 1.7%, ?
> COc1ccc(-c2nc3cnc(N4CCNCC4)nc3n(Cc3ccc(F)cc3)c2=O)cc1
  6.2%, -9.5%, -25.2%
> COc1ccc(/C=C/C2=C[C@]3(C)C[C@]2(C)[C@H](c2ccc(OC)cc2)CC3=O)cc1
  13.9%, 3.0%, 23.6%
> C=C1c2ccccc2O[C@H](C(=O)OCC)[C@@H]1CC(C)(C)c1ccccc1
  -1.8%[94.6 µM], 13.5%, 9.3%

Reformatted comma-delimited: 2 of the compounds above.
structure,Menin MLL FP TR,VP16 counter,RORg inh
C=C(C(C)=O)C(O)c1cccc(Br)c1 (configuration not stated),15.1%,13.3%,-1.0%
C=C1c2ccccc2O[C@H](C(=O)OCC)[C@@H]1CC(C)(C)c1ccccc1,-1.8%[94.6 µM],13.5%,9.3%

Further results
Every second line gives: Menin MLL FP TR, VP16 counter, RORg inh
> O=c1cnc2cnc(N3CCOCC3)nc2n1Cc1cccs1
  6.4%, -14.8%, 3.6%
> Cc1ccccc1N1C(=O)c2cc(N)ccc2N/C1=C\F
  -1.6%, -2.2%, 15.0%
> CC(C)C[C@H](NC(=O)CNC(=O)[C@@H]1CCCN1C(=O)[C@H](CCCNC(=N)N)NC(=O)[C@H](CC(=O)O)NC(=O)[C@@H](NC(=O)[C@H](CC(N)=O)NC(=O)[C@@H](NC(=O)[C@H](CC(=O)O)NC(=O)CNC(=O)[C@@H](NC(=O)[C@@H](NC(=O)[C@H](C)NC(=O)[C@@H](N)CCC(N)=O)[C@@H](C)O)C(C)C)C(C)C)[C@@H](C)O)C(=O)N[C@@H](CC(C)C)C(=O)N[C@@H](CC(=O)O)C(=O)N[C@@H](CC(C)C)C(=O)N[C@@H](CCCCN)C(=O)O
  5.0%, -9.6%, 12.5%
> Cn1cccc1C(=O)N1CCC2(CCN(Cc3nccs3)CC2)CC1
  -11.6%, 6.9%, -0.4%
> CN1CCN(c2ncnc3ccc(-c4ccc(C(=O)N(C)C)cc4)cc23)CC1
  -7.4%, -4.1%, -9.7%
> COCCn1c(=O)c(-c2cn(C)c3ccccc23)nc2cnc(Oc3cccc(Cl)c3)nc21
  0.5%, -7.1%, 0.2%
> CCc1ncnc2cc(OC)c(OC)cc12
  -5.2%, -0.6%, 1.4%
> CC(C)(C)C(=O)OCOP(=O)(COCCn1cnc2c(N)ncnc21)OCOC(=O)C(C)(C)C
  -3.0%, -2.8%, -14.6%[10 µM]
> COc1ccccc1-c1nc(NCc2cccnc2)c2ccccc2n1
  -0.4%, -26.3%, -12.1%
> CCCCCCCCCCOCCC(=O)O
  0.0%, -7.0%, -4.0%

One compound at a time, from the list above.
O=c1cnc2cnc(N3CCOCC3)nc2n1Cc1cccs1 reads Menin MLL FP TR = 6.4%; VP16 counter = -14.8%; RORg inh = 3.6%
Cn1cccc1C(=O)N1CCC2(CCN(Cc3nccs3)CC2)CC1 reads Menin MLL FP TR = -11.6%; VP16 counter = 6.9%; RORg inh = -0.4%

The list continues.
Every second line gives: Menin MLL FP TR, VP16 counter, RORg inh
> COc1ccc(NC(=O)N2CCC3(CC2)CCN(C(=O)c2csnn2)CC3)cc1
  6.3%, 12.3%, 7.3%
> CCCCCCCCCCCCCCCC(N)=O
  -16.6%, -0.9%, 0.2%
> CN=C1N[C@H](c2ccccc2)N(c2ccccc2)S1
  -15.6%[24.8 µM], 28.2µM*, 10µM*
> O=C1C[C@H](c2ccc3ccccc3c2)N1S(=O)(=O)c1ccccc1[N+](=O)[O-]
  -13.2%, -4.3%, -2.6%
> COc1cccc([C@@H]2Oc3ccc(OC)cc3/C(=N/O[C@@H](C)c3cn([C@H]4COC[C@H]4O)nn3)[C@@H]2O)c1
  7.7%[11.7 µM], 3.7%[10 µM], 5.9%[10 µM]
> Cc1ccc(S(=O)(=O)NCl)cc1
  8.4%, -2.6%, 0.0%
> N#CCCn1c(=O)c(-c2ccccc2)nc2cnc(Oc3ccccc3)nc21
  -16.0%, -6.1%, 2.3%
> CN(C)c1ncc2nc(-c3cc(F)cc(F)c3)c(=O)n(Cc3cccs3)c2n1
  -4.3%, -4.9%, -32.6%
> COc1cc2oc(=O)cc(-c3ccc(-c4sccc4C=O)cc3)c2c(OC)c1OC
  18.2%, 1.2%, 8.8%
> O=C(Nc1cccc(F)c1)N1CC2(CCN(C(=O)c3cc(C(F)(F)F)cc(C(F)(F)F)c3)CC2)C1
  -4.9%, -2.6%, -11.0%

Additional records follow:
Every second line gives: Menin MLL FP TR, VP16 counter, RORg inh
> CCN1C(C)=C(C(=O)OC)C(c2ccccc2)N2C(=O)[C@@]3(C(=O)OC)O[C@@]12C1C(=O)N(C)C(=O)C13 (some centres not stated)
  2.8%[11.7 µM], -4.3%[10 µM], -6.5%[10 µM]
> CCN(CC)C(=O)CC(c1ccc(OC)cc1)c1c(OC)cc(OC)c2c(-c3ccccc3)cc(=O)oc12 (configuration not stated)
  35.9%[activator], -7.8%, ?
> CN(C)c1ncc2nc(-c3cc(F)cc(F)c3)c(=O)n(Cc3ccc(F)cc3)c2n1
  4.5%, -4.8%, -20.4%
> O=C/C=C/c1ccc(O)cc1
  9.3%, 3.9%, -11.7%
> NC(=O)N[C@H]1NC(=O)NC1=O
  -27.3%[24.8 µM], -3.7%[17 µM], -11.3%[2.98 µM]
> COc1ccc(O[C@H]2C=C[C@@H](c3ccccc3)O[C@H]2COC(=O)CC/C(C)=N/O[C@@H]2O[C@H](COC(C)=O)[C@H](OC(C)=O)[C@H](OC(C)=O)[C@H]2OC(C)=O)cc1
  2.2%[11.7 µM], -7.1%[10 µM], 26.2%[10 µM]
> COCCNc1cc(-c2ccccc2C(F)(F)F)ncn1
  -0.8%, -8.5%, -26.7%
> CC(=O)OC[C@@H]1O[C@H](C/C=N\O[C@@H](C)CN2CCCc3nc(C)c(C)cc32)C=C[C@@H]1OC(C)=O
  -21.4%[11.7 µM], 6.7%[10 µM], -17.1%[10 µM]
> COCC(=O)N1CCC2(CC1)CN(c1ccncc1)C2
  7.3%, 8.3%, -13.6%
> NS(=O)(=O)c1nn2cc(-c3ccccc3)nc2s1
  52.7%[activator], ?, ?

Entries above printed as active in RORg inh.
mol	Menin MLL FP TR	RORg inh
CN=C1N[C@H](c2ccccc2)N(c2ccccc2)S1	-15.6%[24.8 µM]	10µM*

New compounds follow:
Every second line gives: Menin MLL FP TR, VP16 counter, RORg inh
> COc1ccc2c(c1)C(=O)[C@@H](OC(=O)N[C@H](C)C1CCCCC1)[C@H](c1ccc(OC)c(Br)c1)O2
  -17.3%, -5.7%, -9.8%
> O=c1c(O)c(-c2ccc(O)c(O)c2)oc2ccccc12
  11.3%[24.8 µM], -24.2%, ?
> N[C@H](C(=O)O)c1ccc(O)c(C(=O)O)c1
  11.6%[24.8 µM], 0.6%, 8.4%
> O=c1cc(CO)occ1O
  -3.0%, -10.1%&4.1%, -0.6%&-2.2%
> CC(C)C[C@@H](CC(=O)N[C@H](CC(=O)N[C@@H]1CCCC[C@H]1C(=O)N[C@H](CC(=O)N[C@@H](CCC(=O)O)CC(=O)O)CC(C)C)C(C)C)NC(=O)[C@@H]1CCCC[C@H]1N
  -1.8%, 5.2%, 5.6%
> COCCn1c(=O)c(-c2cn(C)c3ccccc23)nc2cncnc21
  0.7%, 10.4%, -12.3%
> COCCn1c(=O)c(-c2cccc(C#N)c2)nc2cnc(Oc3ccc(OC)cc3)nc21
  -21.5%, -3.1%, ?
> CC(C)CN1CCCC2(CCN(C(=O)c3cccc(F)c3)CC2)C1
  -1.7%, 7.8%, -0.8%
> Cc1cc2c(OCC(CNC(C)(C)C)OC(=O)c3ccccc3)cccc2[nH]1 (configuration not stated)
  -10.5%, -27.4%, -12.4%[10 µM]
> COc1ccc(Oc2ncc3nc(CCc4ccccc4)c(=O)n(C4CC4)c3n2)cc1
  1.8%, 9.3%, -3.8%
